S100A4 inh HTS = blocks human S100A4 binding to myosin IIA peptide. inhibition, % at 10.7 µM. P26447. AID 652163. S100A4/TAMRA-MyoIIA peptide fluorescence polarization. 0.14% of 360,000 active;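 active = mean inhibition of at least 70% across replicates, with every replicate also reaching that level; inconclusive = mean inhibition reaches 70% but some replicates fall short; inactive = mean inhibition below 70%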
Target sequence (P26447 whole entry, looked up): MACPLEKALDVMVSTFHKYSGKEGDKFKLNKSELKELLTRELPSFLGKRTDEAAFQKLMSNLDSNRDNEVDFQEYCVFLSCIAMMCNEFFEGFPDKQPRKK
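incubation = readout 5 min after mixing, signal stable up to 60 min | system = S100A4 monomer protein | buffer or medium = HEPES pH 7.2 with CaCl2, KCl, NaCl, DTT, Triton | benchmarks = neutral control DMSO, positive control TFP | also added = fluorescent myosin IIA peptide, 5 nM | compound dosing = one concentration per compound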
PAX8 reporter = PAX8 transcriptional activity inhibition. inhibition, % at 12.6 µM. RMG-I TPO-luciferase reporter, SteadyGlo, 24 h. 1.2% of 360,000 active. AID 652154;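 active = mean replicate inhibition at least 60% with every replicate also reaching 60%; inconclusive = only one of the two criteria is met; inactive = mean below 60% and not all replicates reaching 60%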;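 note: luciferase light reporting Pax8 driven TPO promoter activity; plate controls were median of neutral control wells for no effect and mitoxantrone controls for full effect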
PglD inh = blocks C. jejuni PglD acetyltransferase activity | purified PglD enzyme, DTNB colorimetric CoA detection | inhibition, % at 12.5 µM | 0.098% of 360,000 active; in the data active = inhibition above about 16%, passing the limit was not always enough; inconclusive = no clear call, values can overlap the other calls; note: strong numbers were not always called active
ERAP1 HTS inh = blocks human ERAP1 aminopeptidase activity | Q9NZ08 | recombinant ERAP1, Leu-AMC fluorescence, 60 min | inhibition, % at 10.7 µM | 0.15% of 340,000 active;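 active = mean replicate inhibition of at least 30%, or all replicates individually reaching that 30% level; inactive = mean below 30% and not every replicate reaching it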;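 note: 0% = neutral control wells and 100% = L-leucinethiol positive control wells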
Target sequence (Q9NZ08 whole entry, looked up): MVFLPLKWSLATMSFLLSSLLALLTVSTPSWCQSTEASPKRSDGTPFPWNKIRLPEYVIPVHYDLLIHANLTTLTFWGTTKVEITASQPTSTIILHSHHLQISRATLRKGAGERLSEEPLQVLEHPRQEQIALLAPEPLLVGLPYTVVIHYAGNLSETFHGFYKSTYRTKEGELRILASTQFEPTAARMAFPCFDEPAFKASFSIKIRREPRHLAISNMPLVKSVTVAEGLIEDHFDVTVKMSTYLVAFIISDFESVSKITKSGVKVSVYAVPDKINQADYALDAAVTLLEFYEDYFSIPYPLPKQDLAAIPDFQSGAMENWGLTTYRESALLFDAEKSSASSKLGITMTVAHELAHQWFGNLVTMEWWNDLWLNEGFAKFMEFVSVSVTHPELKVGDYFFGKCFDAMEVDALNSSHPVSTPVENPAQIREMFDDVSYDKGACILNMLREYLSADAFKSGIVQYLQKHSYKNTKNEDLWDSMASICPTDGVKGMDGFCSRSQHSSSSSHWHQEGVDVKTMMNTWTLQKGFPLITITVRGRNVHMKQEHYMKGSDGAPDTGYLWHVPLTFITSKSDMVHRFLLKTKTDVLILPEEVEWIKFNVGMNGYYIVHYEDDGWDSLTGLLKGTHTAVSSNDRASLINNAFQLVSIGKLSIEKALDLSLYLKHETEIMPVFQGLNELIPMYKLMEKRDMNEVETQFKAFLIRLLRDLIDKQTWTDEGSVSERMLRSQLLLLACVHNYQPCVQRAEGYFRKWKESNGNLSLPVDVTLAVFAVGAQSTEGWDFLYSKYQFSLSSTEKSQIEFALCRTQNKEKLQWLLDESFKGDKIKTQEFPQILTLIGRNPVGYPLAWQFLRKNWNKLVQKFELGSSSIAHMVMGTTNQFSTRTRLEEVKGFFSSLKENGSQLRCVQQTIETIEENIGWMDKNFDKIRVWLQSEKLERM
PGC1a acetyl inh = PGC1a acetylation modulation, inhibitor mode. U2OS PGC1a acetylation, AlphaScreen anti-acetyl-lysine; with virally co-expressed GCN5 acetyltransferase. inhibition, % at 15.6 µM. 0.17% of 350,000 active;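 active = every replicate shows inhibition of at least 40%; inconclusive = mean inhibition at least 40% but some replicate below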;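 note: 0% = neutral control wells and 100% = positive control wells; some results beyond the cut were filed as inactive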
FN deposit inh = fibronectin deposition inhibition; inhibition, % at 12.6 µM; AID 743247; 0.086% of 350,000 active; AH1F fibroblasts, Alexa488-fibronectin deposition fluorescence, overnight;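 active = mean inhibition across replicates of 30% or more, regardless of how many single replicates reach that level; inconclusive = mean under 30% yet at least half of replicates reach 30%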;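 note: positive control wells lacked labelled fibronectin entirely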
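Material – AH1F fibroblast monolayer, labelled fibronectin deposition · Reagent – labelled fibronectin 24 nM · Timing – 1 h adhesion, overnight exposure · Measured by – fluorescence at 485 nm excitation, 525 nm emission · Read-out – inhibition of fibronectin deposition signal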
EWS-Fli inh = inhibitors of EWS/Fli oncoprotein transcriptional activity; A673 NR0B1-luciferase reporter, viability-normalised; inhibition, % at 12.6 µM; 0.67% of 350,000 active; AID 651661;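 active = mean inhibition of at least 50% after viability correction, with every replicate also passing that limit; inconclusive = mean reaches 50% but only one of two replicates passes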;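 note: firefly luciferase signal divided by Alamar Blue viability fluorescence both relative to DMSO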
LGR2 inh = Drosophila LGR2 receptor signaling inhibition; HEK293 LGR2, CRE-luciferase, bursicon-stimulated, 4 h; 0.35% of 380,000 active; AID 720647; inhibition, % at 9.99 µM;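 active = drop in luminescence signal, shown as inhibition above about 50% in the replicate tests, limit read from the data, passing the limit was not always enough; inconclusive = probably only some replicates passing the limit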;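 note: agonist challenge used bursicon conditioned medium at about half maximal strength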
* = called active by the depositor; ? = inconclusive; nt = no result given; & = joins results of further samples.

1	COCC#Cc1cnc2c(c1)C(=O)N([C@@H](C)CO)C[C@@H](C)[C@@H](CN(C)C(=O)CN1CCOCC1)O2
2	Cc1ccc(C)c(N=Cc2ccc(-c3ccc([N+](=O)[O-])cc3)o2)c1
3	CC(C)NC(=O)Nc1ccc2c(c1)C(=O)N([C@@H](C)CO)C[C@H](C)[C@@H](CN(C)S(C)(=O)=O)O2
4	O=C(CSc1nncs1)NCc1ccc(F)cc1
5	COc1ccccc1NC(=O)Nc1nc(CC(=O)NCc2cccnc2)cs1
6	CN(C)c1ccc(CN(C(=O)c2ccccc2Br)C2CCS(=O)(=O)C2)cc1 (centres undefined)
7	CC(=O)c1ccc(NC(=O)CCC(=O)N2CC(C)Oc3ccc(C)cc32)cc1 (centres undefined)
8	CCCCCCNCCn1cnc2c(N)ncnc21

compound no.	1	2	3	4	5	6	7	8
S100A4 inh HTS	10	-3	-3	-1	1	0	-14	nt
PAX8 reporter	-15	33	-11	9	3	1	-19	nt
PglD inh	-5	nt	-4	nt	1	2	3	-2
ERAP1 HTS inh	-1	-1	-1	0	-1	-2	2	nt
PGC1a acetyl inh	23	4	-3	1	-5	2	-7	14
FN deposit inh	15	-9	nt	0	nt	9	-5	11
EWS-Fli inh	0	9	nt	-19	-6	3	-1	nt
LGR2 inh	22	-4	-3	-3	12	-2	1	1

9	CC(=O)c1ccc(OCCCOc2cccc3cccnc23)cc1
10	Cc1nc2ccc(F)cc2cc1C(=O)NCc1ccco1
11	Cc1c(N2C(=O)c3ccc(F)cc3C2=O)c(=O)n(-c2ccccc2)n1C
12	COc1ccc2c3c(n(C)c2c1)[C@@H](CO)N(C(=O)c1cccnc1)CC31CCN(C)CC1
13	COC(C[C@@H](O)C[C@@H](O)COCc1ccccc1)OC
14	C[C@H]1CN([C@@H](C)CO)C(=O)c2cc(NC(=O)NC3CCCCC3)ccc2O[C@H]1CN(C)C(=O)Nc1cccc2ccccc12
15	COC(=O)COc1cc(Cl)c(C=O)cc1OC
16	Cc1ccc(-c2csc(C(O)(c3ccccc3)C(F)(F)F)n2)cc1C (centres undefined)

compound no.	9	10	11	12	13	14	15	16
S100A4 inh HTS	0	nt	nt	3	0	-4	-16	-3
PAX8 reporter	-8	-9	-16	nt	12	-8	-12	9
PglD inh	0	-1	7	nt	-4	2	nt	2
ERAP1 HTS inh	0	nt	nt	2	-1	1	0	-1
PGC1a acetyl inh	nt	5	-4	-4	nt	6	nt	-9
FN deposit inh	-2	4	-3	nt	-1	nt	-7	0
EWS-Fli inh	-11	nt	nt	-15	12	2	0	-4
LGR2 inh	-8	nt	nt	-4	11	12	-28	1

Arranged by heavy-atom count (low to high): 3 of the compounds above.
16	Cc1ccc(-c2csc(C(O)(c3ccccc3)C(F)(F)F)n2)cc1C (centres undefined)
11	Cc1c(N2C(=O)c3ccc(F)cc3C2=O)c(=O)n(-c2ccccc2)n1C
12	COc1ccc2c3c(n(C)c2c1)[C@@H](CO)N(C(=O)c1cccnc1)CC31CCN(C)CC1

compound no.	16	11	12
S100A4 inh HTS	-3	nt	3
PAX8 reporter	9	-16	nt
PglD inh	2	7	nt
ERAP1 HTS inh	-1	nt	2
PGC1a acetyl inh	-9	-4	-4
FN deposit inh	0	-3	nt
EWS-Fli inh	-4	nt	-15
LGR2 inh	1	nt	-4

Next part
17	CCC1CCCCN1CCCNC(=O)CCCNC(=O)Cn1cnc2sc3c(c2c1=O)CCCC3 (centres undefined)
18	CCn1c(SCC(=O)N2CCCCC2C)nc2c1c(=O)n(C)c(=O)n2C (centres undefined)
19	Cc1nn(C)cc1NC(=O)C[C@@H]1CC[C@@H]2[C@H](COc3ccc(NC(=O)NC(C)C)cc3C(=O)N2C)O1
20	O=C(C[C@H]1C=C[C@H](NS(=O)(=O)c2ccccc2)[C@H](CO)O1)N1CCC(Cc2ccccc2)CC1
21	O=C(N/N=C/c1ccc(Cl)c([N+](=O)[O-])c1)c1cc(-c2ccccc2)nc2ccccc12
22	COc1ccc(CN(C)C[C@@H]2Oc3ccc(NC(=O)Nc4ccc(C(F)(F)F)cc4)cc3CC(=O)N([C@H](C)CO)C[C@@H]2C)cc1
23	O=S(=O)(Cc1ccccc1)N1CCCCN2[C@H](CO)[C@H](c3ccc(-c4ccc(F)cc4)cc3)[C@H]2C1
24	CCOc1ccc(CCNS(=O)(=O)c2ccc3c(c2)NC(=O)CO3)cc1OCC

compound no.	17	18	19	20	21	22	23	24
S100A4 inh HTS	3	-3	5	-10	54	nt	-3	-2
PAX8 reporter	-6	6	-7	16	-19	-10	16	-6
PglD inh	nt	8	-4	nt	nt	nt	1	1
ERAP1 HTS inh	-4	0	-1	nt	0	nt	-1	-2
PGC1a acetyl inh	0	nt	2	-8	-6	-1	8	8
FN deposit inh	nt	-1	3	nt	15	nt	nt	-1
EWS-Fli inh	4	3	-3	9	7	17	12	nt
LGR2 inh	12	-4	12	-13	-6	19	10	-8

25	COc1cc(N2CCCC2)ccc1C=O
26	NS(=O)(=O)c1ccc(NC(=O)COC(=O)Cc2ccc(Cl)cc2)cc1
27	Cc1cc(C)c(NC(=O)CN(C)C(=O)CCN2C(=O)C3CCCCC3C2=O)c(C)c1 (centres undefined)
28	CCCOc1ccc(C=Nc2ccc(OC)c(S(=O)(=O)N3CCOCC3)c2)c(O)c1
29	CNC(=O)CSc1nc2cccnc2n1C1CCCCC1
30	Cc1ccc(C(=O)CSc2nc(-c3ccccc3)cc(=O)[nH]2)cc1
31	COc1ccc(C(=O)NCC(=O)N/N=C/C(C)=C/c2ccco2)cc1OC
32	CC(C)c1ccc(NC(=O)c2ccccc2NC(=O)C2CC=CCC2C(=O)O)cc1 (centres undefined)

compound no.	25	26	27	28	29	30	31	32
S100A4 inh HTS	-14	-1	-7	-20	-12	-12	nt	0
PAX8 reporter	-14	0	-12	-9	-3	10	24	-173
PglD inh	nt	-2	1	0	-1	-5	-5	-3
ERAP1 HTS inh	5	-3	14	1	2	0	nt	-2
PGC1a acetyl inh	2	9	5	1	1	nt	13	nt
FN deposit inh	-6	-6	4	-1	1	5	2	nt
EWS-Fli inh	-2	12	-5	5	17	4	nt	nt
LGR2 inh	-16	-1	-4	7	-16	11	-7	-57

Next part, starting with the last four of the part before.
29	CNC(=O)CSc1nc2cccnc2n1C1CCCCC1
30	Cc1ccc(C(=O)CSc2nc(-c3ccccc3)cc(=O)[nH]2)cc1
31	COc1ccc(C(=O)NCC(=O)N/N=C/C(C)=C/c2ccco2)cc1OC
32	CC(C)c1ccc(NC(=O)c2ccccc2NC(=O)C2CC=CCC2C(=O)O)cc1 (centres undefined)
33	COc1ccc(NC(=O)c2cc(S(=O)(=O)N3CCOCC3)ccc2C)cc1S(=O)(=O)N1CCOCC1
34	CCCNC(=O)N1C[C@H](O)COC[C@H]2O[C@@H](CC(=O)OC)CC[C@@H]21
35	CCCC(NC(=O)C(C)Sc1nnnn1C1CC1)c1ccccc1 (centres undefined)
36	CC1(C)CC(NS(=O)(=O)c2cccc3ccccc23)CC(C)(C)N1
37	COc1cc(OC)cc(C(=O)Nc2ccc(C(=O)NCC3CCCO3)cc2)c1 (centres undefined)
38	COc1ccc(C(=O)OCC(=O)NC23CC4CC(CC(C4)C2)C3)c(O)c1
39	O=C(N/N=C/c1c[nH]c2ccccc12)c1cccs1
40	Cc1ccc([C@H]2C[C@@H](n3cc(-c4ccc(F)cc4)nn3)[C@H](O)CN2Cc2cccs2)cc1

compound no.	29	30	31	32	33	34	35	36	37	38	39	40
S100A4 inh HTS	-12	-12	nt	0	-2	1	?	-5	-2	8	-3	-1
PAX8 reporter	-3	10	24	-173	nt	nt	8	-1	-3	-12	-84	-11
PglD inh	-1	-5	-5	-3	3	2	-6	2	2	-4	-3	-2
ERAP1 HTS inh	2	0	nt	-2	3	-1	5	-1	0	-4	3	10
PGC1a acetyl inh	1	nt	13	nt	-6	1	-4	-4	12	-17	12	nt
FN deposit inh	1	5	2	nt	-2	-12	0	8	2	6	3	-4
EWS-Fli inh	17	4	nt	nt	-2	nt	-1	nt	-3	5	-40	-7
LGR2 inh	-16	11	-7	-57	-7	9	-6	10	2	-16	-54	-6

41	COc1cccc(/C=C2\SC(N3CCC(C)CC3)=NC2=O)c1OC
42	CCCNC(=O)Nc1ccc2c(c1)C(=O)N(C)C[C@@H](OC)[C@@H](C)CN[C@H](C)CO2
43	O=C(Nc1ccccn1)C1CCN(S(=O)(=O)c2ccc3c(c2)OCCCO3)CC1
44	Oc1ccc(Nc2nc(-c3ccccc3)nc3ccccc23)cc1
45	COc1ccc(C(=O)c2ccc(C)cc2)c(OC)c1OC
46	COc1ccc(NC(=O)N(C)C[C@H]2Oc3c(NS(=O)(=O)c4ccc(F)cc4)cccc3C(=O)N([C@@H](C)CO)C[C@@H]2C)cc1
47	O=C(Nc1ccccc1)N1CC(=O)N2[C@H](CO)[C@H](c3ccc(C#CC4CCCCC4)cc3)[C@@H]2C1
48	COc1ccccc1NC(=O)N1[C@@H]2CNC[C@H]1C2c1ccc(-c2cccc(C#N)c2)cc1 (some centres undefined)

compound no.	41	42	43	44	45	46	47	48
S100A4 inh HTS	2	-9	1	15	-4	nt	10	-4&-14
PAX8 reporter	5	-2	20	nt	22	4	nt	nt
PglD inh	5	1	nt	-5	-3	2	nt	nt
ERAP1 HTS inh	-3	3	-4	-1	-10	nt	-1	3&0
PGC1a acetyl inh	-9	-8	nt	-10	nt	-1	-5	4&-6
FN deposit inh	7	-1	2	nt	9	nt	-16	-2&2
EWS-Fli inh	-6	7	4	nt	32	-1	32	nt
LGR2 inh	-28	-2	5	4	-8	-3	-11	14&-5

49	CCCNC(=O)N1C[C@H](O)COC[C@@H]2O[C@H](CC(=O)NCCCN3CCOCC3)CC[C@H]21
50	COc1ccc(Cl)cc1NS(=O)(=O)c1cccc(C(=O)NCC2(N(C)C)CCCCC2)c1
51	O=C(/C=C/c1ccco1)NC1CCCC1
52	CCCn1c(SCC(=O)NCc2ccc(Cl)cc2)n[nH]c1=O
53	c1ccc(COc2ccc(CNCc3cccs3)cc2)cc1
54	COc1ccc(CNC(=O)C2CC(c3ccc(OC)cc3)=NO2)cc1 (centres undefined)
55	Cc1noc(C)c1NC(=O)Nc1ccc2c(c1)C(=O)N([C@H](C)CO)C[C@H](C)[C@@H](CN(C)C(=O)NC(C)C)OCCCC[C@@H](C)O2
56	CCCCOC(=O)Nc1ccc(N2CCCCC2)cc1
57	O=C(NCC1(N2CCCCC2)CCCCC1)c1ccc(S(=O)(=O)N2CCCC2)cc1

compound no.	49	50	51	52	53	54	55	56	57
S100A4 inh HTS	13	-2	-3	-2	0	nt	30	nt	2
PAX8 reporter	-3	nt	10	10	nt	nt	-30	-181	11
PglD inh	-2	-2	nt	-3	nt	1	nt	4	nt
ERAP1 HTS inh	-4	-18	0	-3	-2	nt	nt	nt	nt
PGC1a acetyl inh	-1	0	6	9	8	4	-7	-17	26
FN deposit inh	2	0	-14	2	nt	-6	-2	2	1
EWS-Fli inh	-17	2	-7	-6	-7	nt	-2	nt	-17
LGR2 inh	22	-9	-4	-11	-39	5	9	nt	6
